Screening data deposited in PubChem by National Center for Advancing Translational Sciences (NCATS).
rTrxR1 inhibitor – rat TrxR1 inhibition; recombinant rTrxR1, NADPH fluorescence consumption, selenite substrate; Potency, µM (series often up to 114 µM), for the others: at the highest dose activity change, negative = inhibition, actives largely listed as inhibitors; AID 588453; O89049; actives 1% (n = 390,000); further: on the % scale 0 is the no-effect control and ±100 the full control effect; nearly all actives have a fitted effect of over 65% in size
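Rat TrxR1 (90 nM in the dispensed reagent) was pre-reduced with 400 uM NADPH for 5 min at room temperature, then incubated with compound for 15 min. After 400 uM selenite was added, NADPH fluorescence (Ex 340/Em 450 nm) was followed for 8 min.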
USP1-UAF1 inh – inhibitors of human USP1/UAF1 deubiquitinase; O94782; recombinant USP1/UAF1, Ub-Rhodamine cleavage fluorescence; Potency, µM (titrated, usually from 57.1 µM), inactives show at the top dose activity change, negative = inhibition, hits mostly inhibitors; AID 743255; actives 0.23% (n = 390,000); further: on the % scale 0 is the no-effect control and ±100 the full control effect; nearly all actives have a fitted effect of over 60% in size; inactives centre near -12
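In this screen, compounds sit with the deubiquitinase complex (1nM) for 15 min at room temperature before Ub-Rho is added at 150nM final. Fluorescence rise is then followed for 6 reads every 60 seconds.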
RGS4 inhibitor – inhibitors of human regulator of G protein signaling 4 | P49798 | Transcreener GDP fluorescence polarization, RGS4-accelerated GTP hydrolysis | Potency, µM (doses to about 114 µM), without a hit: top-dose activity change, negative = inhibition, actives largely listed as inhibitors | actives 0.039% (n = 390,000) | AID 504845; further: on the % scale 0 is the no-effect control and ±100 the full control effect; nearly all actives have a fitted effect of over 75% in size; some results filed as inactive show a strong effect at the top dose
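MLSMR compounds (23 nl, pin-transferred) preincubated 10 min at room temperature with a 500nM (2x) first reagent, then RGS4 at 900nM (2x) plus Transcreener GDP mix added; fluorescence polarization (620/688 nm) read before and after 90 min at 30 °C.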
Vif-A3G inh – blocks the Vif interaction with human APOBEC3G | Q9HC16 | HeLa A3G-eYFP + Vif (tagged APOBEC3G with the HIV-1 protein that degrades it), YFP fluorescence, overnight | Potency, µM (highest dose often 46.1 µM), for the others: at the highest dose activity, negative = active, most hits filed as inhibitors | actives 0.076% (n = 410,000);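 further: on the % scale 0 is the no-effect control and ±100 the full control effect; nearly all actives have a fitted effect of over 60% in size; hits raise eYFP signal because A3G escapes Vif-driven loss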
Target sequence (Q9HC16 whole entry, looked up): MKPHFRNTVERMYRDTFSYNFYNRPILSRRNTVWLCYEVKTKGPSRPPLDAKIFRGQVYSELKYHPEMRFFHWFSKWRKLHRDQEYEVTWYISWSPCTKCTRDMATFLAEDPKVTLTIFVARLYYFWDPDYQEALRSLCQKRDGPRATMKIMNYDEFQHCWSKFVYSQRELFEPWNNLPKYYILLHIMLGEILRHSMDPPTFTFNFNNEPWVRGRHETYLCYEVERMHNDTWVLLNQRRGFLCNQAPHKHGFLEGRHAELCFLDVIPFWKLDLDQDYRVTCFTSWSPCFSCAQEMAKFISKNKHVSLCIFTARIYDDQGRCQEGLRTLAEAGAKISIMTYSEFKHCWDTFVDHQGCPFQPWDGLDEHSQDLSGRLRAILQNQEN
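HeLa cells stably expressing Vif and C-terminally eYFP-tagged A3G, seeded overnight at 37 deg C, then exposed to compound by pintool overnight at 37 deg C. Rise in yellow fluorescence (Ex 488/Em 500-530, Acumen) marks blocked Vif-driven A3G degradation.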
Vif-A3F inh – inhibitors of Vif-A3F interaction; HeLa A3F-eYFP + Vif (tagged APOBEC3F with the HIV-1 protein that degrades it), YFP fluorescence increase; Potency, µM (top dose mostly 46.1 µM), for the others: at the top dose activity, negative = active; actives 0.2% (n = 390,000); AID 602313; further: % of control where 0% means no effect; nearly all actives have a fitted effect of over 65% in size
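Fluorescence increase (Ex 488/Em 500-530) after overnight compound treatment at 37 deg C flags inhibition of Vif-driven A3F-eYFP loss in stable HeLa A3F-eYFP/Vif cells seeded overnight beforehand.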
RXFP1 ag – RXFP1 (human) receptor agonism; Potency, µM (titrated, usually from 57.5 µM), inactives show at the highest dose activation, hits mostly activators; AID 2676; HEK293T-RXFP1 cAMP TR-FRET, 30 min; response scale: percent of porcine relaxin response, buffer zero; actives 0.3% (n = 370,000); further: on the % scale 0 is the no-effect control and ±100 the full control effect; nearly all actives have a fitted effect of over 60% in size; many of its hits are not listed in these tables
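Agonist response is measured as cAMP accumulation in an RXFP1-transfected HEK293T line under PDE4 inhibition. Values are scaled between buffer-only and 29 nM porcine relaxin, and EC50s come from standard Hill equation fits.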
ALOX12 inh – blocks human arachidonate 12S-lipoxygenase; P18054; purified 12hLO, xylenol orange hydroperoxide absorbance; Potency, µM (titrated, usually from 108 µM), without a hit: top-dose activity change, negative = inhibition, usual class: inhibitors; actives 1.1% (n = 580,000); further: on the % scale 0 is the no-effect control and ±100 the full control effect
Target sequence (P18054 whole entry, looked up): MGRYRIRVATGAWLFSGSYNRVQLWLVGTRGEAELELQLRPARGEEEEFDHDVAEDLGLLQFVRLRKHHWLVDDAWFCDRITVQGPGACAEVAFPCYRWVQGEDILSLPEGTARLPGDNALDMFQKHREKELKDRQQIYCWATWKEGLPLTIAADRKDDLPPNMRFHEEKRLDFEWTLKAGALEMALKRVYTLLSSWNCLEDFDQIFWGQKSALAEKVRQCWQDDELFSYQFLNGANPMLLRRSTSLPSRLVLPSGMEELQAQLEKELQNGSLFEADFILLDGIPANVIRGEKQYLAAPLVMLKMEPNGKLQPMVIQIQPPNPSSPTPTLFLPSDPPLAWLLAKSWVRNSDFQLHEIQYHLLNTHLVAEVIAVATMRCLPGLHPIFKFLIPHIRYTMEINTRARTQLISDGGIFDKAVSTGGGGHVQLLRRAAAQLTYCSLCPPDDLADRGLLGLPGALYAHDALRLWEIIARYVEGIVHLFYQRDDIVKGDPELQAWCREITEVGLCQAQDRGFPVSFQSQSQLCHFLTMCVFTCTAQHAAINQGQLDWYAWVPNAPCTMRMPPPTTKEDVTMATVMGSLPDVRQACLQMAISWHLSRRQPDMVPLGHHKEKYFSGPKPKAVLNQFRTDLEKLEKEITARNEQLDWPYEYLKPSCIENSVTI
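Purified human 12hLO (150 nM final) in 25 mM Hepes, 0.01% Triton X-100, pH 7.0 was preincubated 15 min at room temperature with compound. Then 40 uM arachidonic acid was added, 30 min. Hydroperoxide was read by Fe-XO absorbance ratio 573/405 nm.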
mIDH1 inhibitor – inhibitors of human mutant IDH1 R132H | O75874 | IDH1-R132H enzyme, NADPH consumption, diaphorase/resazurin fluorescence | Potency, µM (titrated, usually from 76.6 µM), without a hit: top-dose activity change, negative = inhibition, most hits filed as inhibitors | actives 0.093% (n = 390,000) | AID 602179; further: on the % scale 0 is the no-effect control and ±100 the full control effect; nearly all actives have a fitted effect of over 65% in size
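IDH1-R132H (0.5 ug/mL) preincubated 30 min with compound, then NADPH (0.016 mM) and alpha-KG (2 mM) added; 80 min at RT, pH 7.5. Remaining NADPH coupled via diaphorase/resazurin to fluorescence (540/590 nm); concentration-response curves normalized to no-enzyme control.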
TrxR1 substrate – substrates of rat thioredoxin reductase 1. O89049. purified TrxR1 substrate turnover, NADPH consumption readout. Potency, µM (top dose mostly 114 µM), inactives show at the top dose activity change, negative = substrate turnover. actives 0.01% (n = 390,000). AID 588456; further: on the % scale 0 is the no-effect control and ±100 the full control effect; nearly all actives have a fitted effect of over 50% in size
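Rat TrxR1, dispensed at 90 nM, was prereduced with 400 uM NADPH (final) for 5 min at ~22 deg C, then incubated with compound 15 min before 400 uM selenite. A first-read NADPH fluorescence drop versus no-compound background flagged substrates.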
The depositor's hits bear a star; ? = inconclusive; . = no result given; & = joins results of further samples; [ ] = dose if it differs, or a comment. The call rests on the fitted dose curve; in most records, active means well fitted curve in the direction sought with a large enough effect; inconclusive means small, poorly fitted or top-dose-only effect, or another doubt; inactive means no such curve, though single readings can be large; an effect the other way counts as inactive or inconclusive. Potency means the concentration at half of the fitted maximal effect. Not all compounds are listed, so the mix of outcomes need not match the whole.

SMILES	rTrxR1 inhibitor	USP1-UAF1 inh	RGS4 inhibitor	Vif-A3G inh	Vif-A3F inh	RXFP1 ag	ALOX12 inh	mIDH1 inhibitor	TrxR1 substrate
CCOc1ccc2oc(=O)cc(CN3CCN(c4ccc(OC)cc4)CC3)c2c1	13%	4%	13%	-2%	8%	-4.7%	?	10%	2%
CCCCCn1nc(C(=O)N(CC(C)C)c2c(N)n(CCCC)c(=O)[nH]c2=O)c2ccccc2c1=O	19%	-19%	-13%	-12%	-5%	-0.5%	6%	6%	6%
Cc1cccc(-c2cc3nc(C)cc(=O)n3[nH]2)c1	.	5%	.	1%	-9%	.	-8%	-4%	.
CC(=O)N1CCCc2cc(S(=O)(=O)N3CCC(C(=O)N(Cc4ccccc4)C(C)C)CC3)ccc21	26%[57.1 µM]	-19%	10%	-2%	2%	0.8%	-21%	-12%	6%[57.1 µM]
C=CCn1c(SCC(=O)NCCc2ccccc2)nnc1C1CC1	-2%	-20%	-2%	-5%	2%	-0.2%	2%	5%	-4%
Cc1cc(C(=O)CSc2nncs2)c(C)n1-c1ccc2c(c1)OCO2	18%[11.4 µM]	?	-7%	-1%	-9%	0.2%	14%	17%	10%[57.1 µM]
CCCCN(C)C(=O)c1nc2ccccn2c1CN1CCN(C(=O)c2cccs2)CC1	2%[57.1 µM]	1%	-4%	-1%	-1%	14%	1%	-7%	-8%[57.1 µM]
CCOc1ccc(/C=C2\SC(=S)N(CC(=O)N(CCO)C(C)(C)C)C2=O)cc1	-9%	-18%	-37%	-2%	2%	0.4%	-17%	-3%	6%[57.1 µM]
COc1ccc(/C=N/NC(=O)c2cc(OC)c(OC)c(OC)c2)cc1CN1CCc2cc(OC)c(OC)cc2C1C (stereo not given)	7%[57.1 µM]	-9%	-34%	?	4%	0.6%	-5%	5%	-4%[57.1 µM]
COc1cccc(CN2CCN(Cc3ccc4c(NC(C)=O)cccc4n3)CC2CCO)c1 (stereo not given)	-25%	-6%	-8%	-6%	-24%	-0.6%	1%	7%	-9%[0.0914 µM]
COc1ccccc1NC(=O)CN1CCN(CC(=O)Nc2ccccc2F)CC1	2%	1%	7%[11.4 µM]	-3%	-5%	.	1%	1%	3%
O=C(CCSc1ccccc1)Nc1ncccn1	18%	?	-2%	1%	-12%	0.0%	2%	7%	9%
CCOc1c(Cl)cc(CNCc2ccncc2)cc1OC	16%	-23%	-25%	9%	0%	0.7%	-3%	0%	8%
COc1ccc(-c2nc3ccccc3c(=O)n2CCOc2ccc(C)cc2C)cc1	23%	-19%	-15%	-4%	-8%	-0.2%	-2%	6%	8%
O=C(Nc1ccc(Cl)cc1)P(=O)(O)c1ccccc1	7%[57.1 µM]	-9%	-6%	0%	8%	.	-20%	0%	-2%[57.1 µM]
CNS(=O)(=O)c1cccc(C(=O)OCC(=O)N2CCCC2)c1	14%	8%	-2%	-3%	-29%	-0.5%	-5%	4%	1%
Cc1c(C(=O)OCC(=O)NCCN2C(=O)CSC2=O)cccc1[N+](=O)[O-]	3%	-15%	12%	0%	-2%	3.9%	-29%	-4%	2%
COc1ccccc1Nc1nn2c(=O)c3ccc(C(=O)Nc4ccc(F)cc4)cc3nc2s1	6%	?	-8%	3%	8%	1.7%	0%	-9%	-4%
CC1=C(C(=O)N2CCOCC2)CC(CC(=O)NCCN2CCOCC2)C(=O)N1Cc1ccccc1 (stereo not given)	.	-9%	.	-7%	-4%	.	?	-4%	.
Cn1c(C(=O)N2CCCC(C(=O)NCCCSC3CCCCC3)C2)cc2sccc21 (stereo not given)	5%	-14%	-35%	-4%	0%	2.0%	-20%	8%	-4%
Cc1cc(NC(=O)CCCN2C(=O)c3cccnc3C2=O)ccc1Br	20%[57.1 µM]	4%	-6%	-2%	10%	16%	-3%	1%	5%[57.1 µM]
Cc1c(NC(=O)c2ccc(N(C)S(=O)(=O)c3ccccc3)cc2)c(=O)n(-c2ccccc2)n1C	7%[57.1 µM]	3%	19%	-1%	7%	3.5%	-18%	-3%	-3%
Cc1ccc(OCCn2c(-c3ccc(Br)cc3)nc3ccccc3c2=O)cc1C	13%	-17%	-10%	2%	1%	5.8%	-16%	31%[activator]	1%
COCCn1c(NCc2ccc(C)cc2)nc2c1c(=O)[nH]c(=O)n2C	-4%[57.1 µM]	-12%	20%	-4%	4%	7.0%	3%	4%	-3%
CC(OC(=O)c1n[nH]c2ccccc12)C(=O)NC1CCCCC1C (stereo not given)	33%	-12%	11%	0%	-4%	-0.8%	-32%	0%	8%

Among those listed so far, these contain a Cl atom:
SMILES	rTrxR1 inhibitor	USP1-UAF1 inh	RGS4 inhibitor	Vif-A3G inh	Vif-A3F inh	RXFP1 ag	ALOX12 inh	mIDH1 inhibitor	TrxR1 substrate
CCOc1c(Cl)cc(CNCc2ccncc2)cc1OC	16%	-23%	-25%	9%	0%	0.7%	-3%	0%	8%
O=C(Nc1ccc(Cl)cc1)P(=O)(O)c1ccccc1	7%[57.1 µM]	-9%	-6%	0%	8%	.	-20%	0%	-2%[57.1 µM]

Further results follow:
SMILES	rTrxR1 inhibitor	USP1-UAF1 inh	RGS4 inhibitor	Vif-A3G inh	Vif-A3F inh	RXFP1 ag	ALOX12 inh	mIDH1 inhibitor	TrxR1 substrate
Cc1cc(=O)c2ccccc2[nH]1	8%	-9%	29%	-7%	.	0.0%	-24%	6%	2%
COc1ccc(-c2nc(CSCC(=O)N3CCc4ccccc43)c(C)o2)cc1OC	-14%	-16%	-14%	1%	-5%	6.8%	-8%&4%	2%	-13%
CCOC(=O)c1cnc2nc[nH]n2c1=O	6%	-29%	3%	7%	-11%	-3.2%	-29%	1%	2%
CCc1noc(C)c1C(=O)N1CCCC1	12%	-7%	9%	5%	-1%	0.2%	-19%	-2%	13%
Oc1ccccc1-c1cc(-c2ccc(F)cc2)n[nH]1	10%[57.1 µM]	-16%	-42%	-26%	7%	-2.7%	?	14%	0%
CN(C(=O)c1cccc(NC(=O)Cc2cccc(NC(=O)C3CCCN(C(=O)c4ccccc4)C3)c2)c1)C1CCC1 (stereo not given)	8%	-16%	19%	0%	7%	.	2%	-4%[38.3 µM]	0%
CCOc1ccc(-n2cccc2C=O)cc1	-10%	-9%	18%	-1%	4%	2.0%	-21%	2%	-15%
O=C(NCc1ccccc1)C(c1ccc(F)cc1)N(C(=O)c1csnn1)c1ccccc1 (stereo not given)	-3%[57.1 µM]	-4%	15%	1%	0%	-1.8%	-1%	-3%	-5%[57.1 µM]
Cn1nc(OC(=O)Nc2cccc(Cl)c2)cc1C(F)(F)F	10%	-4%	21%	-1%	2%	-0.2%	0%	7%	6%[57.1 µM]
O=C(NC1CCCCC1)c1ccc2snnc2c1	18%	-6%	0%	-3%	2%	3.3%	1%	5%	-1%
COc1cc(C(=O)NCc2nnc(SCC(=O)N3CCOCC3)o2)cc(OC)c1OC	5%	-12%	1%[11.4 µM]	5%	-5%	5.3%	-1%	0%	4%
Cc1c(C(=O)N/N=C/c2ccoc2)cccc1[N+](=O)[O-]	9%	-1%	-2%	0%	-23%	-2.3%	105%[activator]	-3%	6%
CSc1nc(NNC=O)cc(Oc2ccc(NC(C)=O)cc2)n1	19%	-24%	0%	-4%	-2%	1.9%	2%	-5%	3%
COc1ccc2cc(C(=O)C3CCCN(C(=O)c4csnn4)C3)ccc2c1 (stereo not given)	34%	-29%	-7%	-2%	-21%	12%	1%	-7%	68%[activator]
Cc1ccc(C(=O)N(Nc2nc3ccccc3s2)C(=O)c2ccc(C)cc2)cc1	9%[57.1 µM]	-9%	-9%	-3%	11%	-0.5%	-3%	14%	5%[57.1 µM]

A second format for some results above.
SMILES | rTrxR1 inhibitor | USP1-UAF1 inh | RGS4 inhibitor | Vif-A3G inh | Vif-A3F inh | RXFP1 ag | ALOX12 inh | mIDH1 inhibitor | TrxR1 substrate
O=C(NC1CCCCC1)c1ccc2snnc2c1 | 18% | -6% | 0% | -3% | 2% | 3.3% | 1% | 5% | -1%
CSc1nc(NNC=O)cc(Oc2ccc(NC(C)=O)cc2)n1 | 19% | -24% | 0% | -4% | -2% | 1.9% | 2% | -5% | 3%
Oc1ccccc1-c1cc(-c2ccc(F)cc2)n[nH]1 | 10%[57.1 µM] | -16% | -42% | -26% | 7% | -2.7% | ? | 14% | 0%
COc1cc(C(=O)NCc2nnc(SCC(=O)N3CCOCC3)o2)cc(OC)c1OC | 5% | -12% | 1%[11.4 µM] | 5% | -5% | 5.3% | -1% | 0% | 4%
Cc1cc(=O)c2ccccc2[nH]1 | 8% | -9% | 29% | -7% | . | 0.0% | -24% | 6% | 2%
